BaF3 parental: reduces parental Ba/F3 cell viability, JAK2V617F counter-screen; CellTiter-Glo ATP luminescence; inhibition, % at 5.6 µM; 220,000 compounds, 1.1% hits; AID 1486;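 active = inhibition above a per-campaign cutoff, the mean inhibition of all tested compounds plus 3 SD, cut at about 27% in these data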;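 note: 0% = DMSO wells and 100% = JAK Inhibitor I control wells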
m-calpain inh: inhibitors of pig calpain II | AID 1236 | 220,000 compounds, 0.37% hits | inhibition, % at 16 µM | purified calpain II, fluorogenic peptide substrate, 30 min;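 active = inhibition above about 50%, limit read from the data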
S1P4 ag: agonists of human S1P4 receptor. AID 1509. 220,000 compounds, 0.35% hits. S1P4-expressing cell line, agonist reporter assay. activation, % at 4.98 µM; in the data active = activation above about 11%;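 note: 0% = DMSO vehicle and 100% = reference agonist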
zfTRPN1 agonist: agonists of zebrafish TRPN1 channel; 220,000 compounds, 0.18% hits; activation, % at 3 µM; HEK293 zebrafish TRPN1-YFP, Fluo-8 calcium fluorescence; 100% = response to 87 µM carbachol;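 active = activation above its plate's cutoff, the mean activation of test wells on that plate plus 3 SD, cut at about 19% in these data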;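 note: 0% = DMSO alone and 100% = 87 µM carbachol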
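Assay system: Zebrafish TRPN1-YFP in HEK293 cells | Incubation: Dye loading 1 h at 37 °C, then 30 min room temperature | Measured by: Kinetic Fluo-8 fluorescence, ex 470-495, em 515-575 nm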
S1P4 antag: human S1P4 receptor antagonism; O95977; S1P4-expressing cells, antagonist mode, reporter read-out; inhibition, % at 4.98 µM; 220,000 compounds, 0.26% hits; AID 1510; in the data active = inhibition above about 29%;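 note: 0% = wells stimulated with agonist and 100% = vehicle wells without agonist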
Ba/F3 V617F tox: lowers viability of Ba/F3 cells expressing EpoR and JAK2V617F; ATP luminescence; inhibition, % at 5.6 µM; 220,000 compounds, 1.1% hits;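 active = inhibition above the campaign mean plus 3 SD over all tested compounds, cut at about 24% in these data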;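 note: cytokine-independent growth of Ba/F3 cells driven by EpoR plus mutant JAK2; 0% = DMSO-treated cells and 100% = JAK inhibitor I control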
TRPML3 agonist: activates the human TRPML3 channel | AID 1448 | 220,000 compounds, 0.29% hits | Q8TDD5 | HEK293 TRPML3-YFP, Fluo-8 calcium fluorescence; 100% = the carbachol control signal | activation, % at 3 µM;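 active = activation above its plate's cutoff, the mean activation of the plate's test wells plus 3 SD, cut at about 12% in these data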;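 note: 0% = DMSO only wells and 100% = carbachol wells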
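Material: HEK293 cells stably carrying human TRPML3-YFP; compound dosing: single dose, 3 µM final nominal compound, 0.3% DMSO final; incubation: 1-h 37 °C dye load, 5-s basal, 120-s post-compound reads; technique: Fluo-8 intracellular calcium fluorescence, excitation 470-495 nm, emission 515-575 nm; read-out basis: percent activation from peak-to-basal fluorescence ratio, scaled between DMSO and carbachol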
EP2 modulator: EP2 receptor (human) modulation; 260,000 compounds, 0.83% hits; induction, % at 25 µM; AID 940; EP2-expressing cells, cAMP HTRF FRET, PGE2 co-stimulation;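 active = compounds whose cAMP rise, as percent of the full-agonist control response, exceeds 60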;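 note: rat C6 glioma line stably carrying human EP2 under a CMV promoter; the protocol text gives 20 µM as final concentration; 100% = response of wells given 1 µM PGE2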
PERK inh: blocks human PERK kinase. Q9NZJ5. CHO PERK-DD fusion, SEAP luminescence translation reporter. inhibition, % at 5.6 µM. 220,000 compounds, 0.17% hits;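 active = inhibition above the mean inhibition of all tested compounds plus 3 SD, set separately per screening campaign, cut at about 2.9% in these data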;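 note: PERK kinase domain activated by AP20187 dimerizer at 100 nM; 0% = DMSO with dimerizer and 100% = rapamycin at 8.4 µM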
Target sequence (Q9NZJ5 whole entry, looked up, the tested form may be a part): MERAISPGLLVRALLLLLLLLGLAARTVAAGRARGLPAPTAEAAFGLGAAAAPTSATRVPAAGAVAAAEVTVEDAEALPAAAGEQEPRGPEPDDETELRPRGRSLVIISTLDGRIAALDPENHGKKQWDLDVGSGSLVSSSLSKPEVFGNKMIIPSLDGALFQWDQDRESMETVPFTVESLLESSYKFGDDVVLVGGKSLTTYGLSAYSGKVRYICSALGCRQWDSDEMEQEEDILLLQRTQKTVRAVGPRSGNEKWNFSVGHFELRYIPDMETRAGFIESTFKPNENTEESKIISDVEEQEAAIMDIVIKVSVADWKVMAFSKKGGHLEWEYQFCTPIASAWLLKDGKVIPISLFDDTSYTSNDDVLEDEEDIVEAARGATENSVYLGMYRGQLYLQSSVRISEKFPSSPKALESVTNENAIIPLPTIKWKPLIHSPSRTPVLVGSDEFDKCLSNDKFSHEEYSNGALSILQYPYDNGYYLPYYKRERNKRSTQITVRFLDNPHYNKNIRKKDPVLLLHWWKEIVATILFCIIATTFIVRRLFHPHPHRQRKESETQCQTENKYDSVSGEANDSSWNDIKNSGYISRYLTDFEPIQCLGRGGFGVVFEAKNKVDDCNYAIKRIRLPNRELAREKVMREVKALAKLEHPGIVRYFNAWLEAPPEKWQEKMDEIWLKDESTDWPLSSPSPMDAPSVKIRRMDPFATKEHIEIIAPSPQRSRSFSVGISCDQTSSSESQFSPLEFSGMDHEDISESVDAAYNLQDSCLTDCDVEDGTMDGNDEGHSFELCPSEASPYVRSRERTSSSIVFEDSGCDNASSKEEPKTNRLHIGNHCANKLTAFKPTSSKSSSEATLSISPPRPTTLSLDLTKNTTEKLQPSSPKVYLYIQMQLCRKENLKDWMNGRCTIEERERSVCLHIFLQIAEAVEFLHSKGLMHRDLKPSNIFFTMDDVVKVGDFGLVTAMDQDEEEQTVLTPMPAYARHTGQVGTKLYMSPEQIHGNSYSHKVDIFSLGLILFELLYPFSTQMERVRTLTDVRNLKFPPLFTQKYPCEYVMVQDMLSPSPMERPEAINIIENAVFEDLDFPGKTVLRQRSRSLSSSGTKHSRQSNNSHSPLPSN
* hit, by the source's call; i = inactive.

Value order – BaF3 parental	m-calpain inh	S1P4 ag	zfTRPN1 agonist	S1P4 antag	Ba/F3 V617F tox	TRPML3 agonist	EP2 modulator	PERK inh
COc1ccc(NC(=O)CC2C(=O)N(c3ccc(Cl)cc3)C(=S)N2NC(=O)c2cccc(F)c2)cc1 (stereo not given)
 : 6	0	0.5	-0.8	-25	-1	0.5	22	-0.2
O=C(c1ccc(Cl)c(S(=O)(=O)N2CCCCCC2)c1)N1CCOCC1
 : 3	20	1.0	1.9	-3	-3	1.3	-34	0.9
O=C(CSc1ccc(Cl)cc1)Nc1nnc(-c2cccc([N+](=O)[O-])c2)s1
 : 4	4	0.3	0.6	-17	-6	0.6	0	0.1
O=C(Nc1ccc(S(=O)(=O)Nc2nccc(C3Cc4ccccc4C(=O)O3)n2)cc1)c1ccccc1 (stereo not given)
 : 2	-57	1.3	-0.1	4	-2	0.9	0	1.3
COCCCN(C(=O)Nc1ccc(C)c(C)c1)C(C)c1ccccn1 (stereo not given)
 : 4	2	-1.6	-0.9	-4	0	0.0	7	-1.1
COc1ccc2[nH]c(C)c(CCN(Cc3cccs3)C(=S)Nc3cccc(F)c3)c2c1
 : 51*	-28	-0.5	-0.1	4	45*	-0.2	-21	0.1
COC(=O)CSc1nnc(CNC(=O)c2cccs2)n1-c1cc(OC)ccc1OC
 : 6	6	2.7	2.7	-7	1	0.9	2	0.1
Cc1ccc(-c2nnc(N3CC(C)OC(C)C3)c3ccccc23)cc1 (stereo not given)
 : 7	7	1.2	-1.8	-15	1	-0.7	18	0.6
Cc1nn2c(CN(C(=O)COc3ccccc3)c3ccccc3)nnc2c2ccccc12
 : 7	19	-0.6	-1.0	-8	0	0.9	-7	-0.7
C=CCN=C(C)C1=C(O)C(C)OC1=O (stereo not given)
 : 2	-3	1.8	2.7	-6	0	1.2	32	1.0
COc1ccc(C(=O)/C=C/c2ccccc2C(F)(F)F)cc1
 : 2	-13	1.8	-3.0	7	-1	-1.7	29	1.1
S=C1NC2(CCCCC2)Nc2ccccc21
 : 3	-114	-0.9	0.9	-2	-2	0.6	47	-0.1
CC(C)(C)NC(=O)NC(=O)COC(=O)c1c(F)cccc1Cl
 : -2	7	0.6	-0.7	2	-1	0.5	-9	-0.4
COc1ccc(-c2cc(C(=O)OCC(=O)N(C)C)c3ccccc3n2)cc1
 : 2	-76	0.1	0.4	9	0	0.8	-3	0.4
O=c1c2ccccc2c(-c2ccc(F)cc2)nn1-c1ccc(C(F)(F)F)cc1
 : 8	14	0.2	-0.5	-4	6	0.3	47	0.7
Cn1cc(C(=O)N/N=C/C(Br)=C\c2ccccc2)ccc1=O
 : 4	-13	-1.2	0.5	-8	1	0.3	-14	0.5
O=C(CN1C(=O)CC(c2ccccc2)S(=O)(=O)c2ccccc21)N1CCCCC1 (stereo not given)
 : 4	-1	3.3	0.7	5	-2	0.2	19	2.1
COc1ccc(-c2ccc(C(=O)O)o2)c([N+](=O)[O-])c1
 : 2	-5	0.5	0.8	4	3	0.6	34	0.7
O=S(=O)(NCc1ccccc1)c1ccc(S(=O)(=O)N(Cc2cccs2)CC2CCCO2)cc1 (stereo not given)
 : 5	-20	0.2	1.8	12	2	-0.4	27	-2.5
COc1cc(/C=C2/SC(=O)N(Cc3ccccc3)C2=O)ccc1OCc1ccncc1
 : 4	-108	0.4	-0.2	-5	-4	0.8	20	0.4
CCC(C)OC(=O)n1ccc(C(=O)Nc2nccs2)n1 (stereo not given)
 : -1	24	0.6	0.1	7	-2	-0.2	19	0.8
Cc1cc(=O)oc2ccc(OC(=O)CN3C(=O)c4cccc([N+](=O)[O-])c4C3=O)cc12
 : 2	-29	0.4	-1.0	-23	0	0.3	23	0.7
CCN(C(=O)COC(=O)c1ccc(S(=O)(=O)N2CCCc3ccccc32)cc1)C1CCS(=O)(=O)C1 (stereo not given)
 : 7	12	0.6	2.2	-17	5	0.8	-30	0.5
N/C(=N\OC(=O)c1cc(Br)ccc1Cl)c1ccccn1
 : 4	6	-1.7	-0.8	2	0	-0.5	-41	1.1
COc1ccc(CCn2c3c(c(=O)[nH]c2=O)C(NC(=O)c2cccs2)(C(F)(F)F)C(=O)N3)cc1OC (stereo not given)
 : 2	-17	-1.6	1.9	-8	-1	-0.2	34	0.8
O=C(NCCc1c[nH]c2ccccc12)c1ccc(S(=O)(=O)NCc2ccco2)cc1
 : 3	10	-2.6	4.3	0	-5	0.3	-10	1.4
CC(=O)c1c(C)[nH]c(C(=O)Nc2cccnc2)c1C
 : -1	-28	0.0	0.6	-8	-1	0.1	-21	1.1
Cc1cc(S(=O)(=O)NC2CCCC2)ccc1F
 : 0	6	-1.6	-1.4	-11	1	-0.1	8	0.8
Cc1ccc2c(C)nc(Nc3nc(CSc4nnc(C)s4)cc(=O)[nH]3)nc2c1
 : 5	-14	-0.4	-0.6	6	-2	0.3	8	-0.8
CN(c1ccccc1)S(=O)(=O)c1cccc(NC(=O)CN2CCCc3ccccc32)c1
 : -11	-5	-0.5	0.6	-12	2	1.5	-6	0.8
COc1cc(-c2noc(CCCC(=O)Nc3cccnc3)n2)cc(OC)c1OC
 : -4	8	-0.8	0.0	-2	2	-0.5	-7	1.2
O=C(O)CC/C(=N/Nc1ncc(C(F)(F)F)cc1Cl)C(=O)O
 : 2	8	0.5	1.1	-1	1	-0.2	19	-0.1
COc1ccc2[nH]c3c(=O)n(CCCCCC(=O)NCCC(C)C)c(=S)[nH]c3c2c1
 : 9	18	-0.9	-0.4	-12	3	0.0	11	0.3
Fc1cc(F)c2nc(N3CCCC3)sc2c1
 : 4	15	-1.3	-0.4	-7	7	-0.3	-67	0.6
COc1ccc(C(=O)OCC(=O)N2C(C)CCCC2C)cc1[N+](=O)[O-] (stereo not given)
 : 10	14	1.4	0.6	-12	3	0.9	-23	0.8
CCCCNc1ccc(S(=O)(=O)c2cccc([N+](=O)[O-])c2)cc1[N+](=O)[O-]
 : 5	5	-1.4	0.7	-6	-1	0.8	-6	1.4
COc1ccccc1N1CCN(C(=O)/C=C/c2cccs2)CC1
 : 8	4	-3.3	0.1	-14	-1	0.2	3	-0.1
CC(C)(C)n1ncc2c(=O)n(CC(=O)c3ccc(Cl)cc3)cnc21
 : 3	8	-0.1	4.2	-9	-1	0.9	9	0.6
CCc1c(SCCC(=O)O)nc2ccccc2c1C
 : 1	1	2.2	1.7	4	-1	0.4	57	0.2
CCOC(=O)C(NC(C)=O)(Nc1ccc(S(=O)(=O)Nc2onc(C)c2C)cc1)C(F)(F)F (stereo not given)
 : 5	14	0.1	1.3	3	5	0.3	17	0.7
O=c1cc(O)c2sc(Nc3ccc(F)cc3)nc2[nH]1
 : 11	-25	-3.4	-1.8	-7	0	0.8	8	0.0
CC1(C)Cc2c(c(N3CCOCC3)nc3sc4c(NCCN5CCOCC5)nnnc4c23)CS1
 : 5	-35	1.1	0.9	-4	6	0.2	23	-1.1
C=CCOC(=O)C1=C[C@@H](c2ccccc2)[C@H](CCCO)[C@@H](OCC)O1
 : 1	9	1.4	-0.3	8	1	-0.2	-14	-0.4
COc1ccc(CCNC(=O)Cc2cccs2)cc1OC
 : 8	-19	2.7	0.4	-10	-3	-0.7	7	1.4
Cc1ccsc1C(=O)OCC(=O)Nc1ccc(Cl)cc1C(F)(F)F
 : 2	-6	-0.7	-0.7	-4	-3	-0.4	4	0.0
Cc1cc(C)cc(N(CC(=O)NCc2ccco2)C(=O)CCC(=O)Nc2nccs2)c1
 : -2	7	-2.1	-1.3	-15	-3	-1.0	-24	0.3
Cc1ccsc1C(=O)OCC(=O)Nc1c(Cl)cccc1C(F)(F)F
 : -2	-7	-0.2	-2.2	-2	-1	-0.3	29	-0.1
O=C(Cn1nnc(-c2cccs2)n1)NCCc1ccccc1
 : 3	-24	2.4	-0.1	-2	-2	-0.5	15	0.8
O=C(C1CC1)N(Cc1ccco1)c1nc(-c2ccccc2)cs1
 : 8	-21	0.1	-0.8	15	2	-0.2	38	0.4
Cc1ccc(/C=C/C2=NN(Cc3ccccc3Cl)C(=O)CC2)cc1
 : 4	0	0.7	-1.3	-2	2	-0.2	-32	-1.1
Cc1ccn2c(NC(C)(C)C)c(-c3cccs3)nc2c1
 : 4	i	-1.9	-2.0	-4	-2	-0.3	28	1.0
Cc1ccccc1OCC(=O)NCC1CCCO1 (stereo not given)
 : -1	8	-5.4	-1.0	-12	-1	1.1	-4	-0.8
CCC(C)NC(=O)CSC1=Nc2ccccc2C2=NC(CC(=O)NCc3ccccc3)C(=O)N12 (stereo not given)
 : 0	-81	0.5	-0.5	-9	3	0.0	16	-0.5
CCOn1c(SCC)nc2ccccc2c1=O
 : 1	-59	-2.2	-1.3	1	1	0.1	29	1.2
Cc1ccc(NCC(=O)N/N=C\C(Br)=C\c2ccccc2)cc1
 : -3	0	-4.8	-1.4	4	-6	0.9	-26	0.7
COc1ccc(S(=O)(=O)Nc2nc3ccccc3nc2Nc2ccc3c(c2)OCO3)cc1
 : 2	-14	-0.6	0.9	-7	-3	-0.1	-20	1.9
CS(=O)(=O)c1nc(-c2ccc(F)cc2)cc(C(F)(F)F)n1
 : 8	-15	-2.5	0.3	70*	15	1.2	-4	0.7
COc1ccc(-c2nc(C)sc2C)cc1
 : 5	-10	0.1	-1.6	-6	-3	0.1	28	1.7
Cc1cccc(C(=O)N(Cc2nc3ccccc3c(=O)[nH]2)C2CCCCC2)c1
 : 8	6	1.7	-1.9	-13	-1	-1.1	38	0.1

Bioassay records from PubChem.

The order is random; overall some 3.6% were active at least once.
